Abeta yeast res = restores growth of yeast expressing A-beta42 peptide | yeast expressing A-beta42, growth rescue, OD600, 48 h; response scale: 0% DMSO, 100% iron-clioquinol control | Potency, µM (doses to about 46.1 µM), inactives show at the highest dose growth rescue, most hits filed as activators | 0.063% of 410,000 active | AID 1347071; further: potency means the concentration at half of the fitted maximal effect; nearly all actives have a fitted effect of over 55% in size
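Growth rescue measured by 600 nm absorbance after 48 h yeast culture at 30 C with compound. Values normalized between DMSO and an equimolar ferric chloride plus clioquinol control.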
D3 antag = antagonists of human D3 dopamine receptor; 2.5% of 360,000 active; P35462; D3R cells, DiscoveRx beta-arrestin luminescence, antagonist mode; stronger effect = lower value; max response, negative = inhibition, %; in the data active means max response below about -50%; inconclusive means no clear call, values can overlap the other calls; further: on the % scale 0 is the no-effect control and ±100 the full control effect; mostly tested at two doses, the higher about 12 µM
Target sequence (P35462 whole entry, looked up): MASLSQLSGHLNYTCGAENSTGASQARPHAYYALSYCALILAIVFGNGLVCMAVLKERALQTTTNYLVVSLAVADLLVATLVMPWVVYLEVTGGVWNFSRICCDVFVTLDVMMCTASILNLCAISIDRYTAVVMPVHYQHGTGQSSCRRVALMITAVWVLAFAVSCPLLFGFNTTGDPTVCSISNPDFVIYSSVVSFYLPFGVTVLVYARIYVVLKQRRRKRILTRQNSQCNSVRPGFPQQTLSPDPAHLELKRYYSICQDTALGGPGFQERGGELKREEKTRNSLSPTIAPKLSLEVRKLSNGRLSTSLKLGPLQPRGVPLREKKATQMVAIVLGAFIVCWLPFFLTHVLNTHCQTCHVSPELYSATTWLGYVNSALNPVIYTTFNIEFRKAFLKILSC
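Cells plated overnight at 1500 cells/well, then exposed to library compounds with dopamine controls for 90 minutes at 37 degrees C. DiscoveRx reagent added for 30–60 minutes at room temperature; luminescence read, quantitative HTS format.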
aSyn rescue = inhibitors of alpha-synuclein toxicity in yeast. 0.14% of 370,000 active. Potency, µM (highest dose often 46.1 µM), without a hit: top-dose growth rescue (activation), hits mostly activators. AID 652106. Yeast expressing alpha-synuclein, growth rescue, BacTiter-Glo, 24 h; further: potency means the concentration at half of the fitted maximal effect; % of control where 0% means no effect; nearly all actives have a fitted effect of over 65% in size
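Readout is rescue of growth in alpha-synuclein-expressing yeast, so inhibitors of toxicity appear as activators. Growth after 24 hr at 30 deg C in galactose medium is quantified by luminescence.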
TDP43 rescue = TDP-43 toxicity inhibition in yeast | TDP-43 expressing yeast growth rescue, BacTiter-Glo, 24 h | Potency, µM (doses to about 46.1 µM), for the others: at the highest dose growth rescue (activation), actives largely listed as activators | 1.8% of 410,000 active | AID 652104; further: potency means the concentration at half of the fitted maximal effect; % of control where 0% means no effect; nearly all actives have a fitted effect of over 50% in size
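In this qHTS, compounds that restore growth of yeast expressing TDP-43 appear as activators. Cells (OD600=0.02, galactose medium, raffinose-pregrown) are incubated with compound 24 hr at 30 deg C and growth is quantified by BacTiter-Glo.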
pAkt inh = blocks phosphorylation of Akt | activity change, % for hits at 50 µM | Neuro2A IGF-stimulated pAkt S473 HTRF, 20 min; stronger effect = lower value | 0.32% of 360,000 active; in the data active means activity change below about -80%; inconclusive means mostly about -51% to -80%; further: on the % scale 0 is the no-effect control and ±100 the full control effect
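Neuro2A cells in DMEM with 0.5% FBS, overnight at 37 deg C, given compound at single 50 µM final, then IGF (6 nM final) for 20 min at 37 deg C. Lysed; phospho-Akt Ser473 by HTRF after 24 h, 665/615 ratio.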
PTHR1 agonist = PTHR1 (human) receptor agonism; AID 743266; Potency, µM (titrated, usually from 115 µM), without a hit: top-dose activation, hits mostly activators; HEK293 GP2 PTHR1 cells, GloSensor cAMP luminescence, 1 h; 0.075% of 410,000 active; further: potency means the concentration at half of the fitted maximal effect; nearly all actives have a fitted effect of over 55% in size; some results filed as inactive show a strong effect at the top dose; inactives centre near -15; many of its hits are not listed in these tables
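HEK-293-derived GP2 cells expressing PTHR1 and a GloSensor cAMP reporter, 3,000/well, plated overnight, given luciferin plus IBMX (each 0.5 mM as added) for 1 h at 37 °C, then compound for 1 h at 37 °C. Luminescence was read after 15 min at room temperature.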
FUS yeast rescue = rescues growth of FUS-expressing yeast; Potency, µM (highest dose often 76.6 µM), without a hit: at the highest dose growth rescue (activation), usual class: activators; 0.24% of 390,000 active; S. cerevisiae FUS-expressing, growth rescue, OD600, 24 h;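 further: potency means the concentration at half of the fitted maximal effect; plate controls were DMSO vehicle for no effect and reference control for full effect; nearly all actives have a fitted effect of over 55% in size; some results filed as inactive show a strong effect at the top dose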
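Read-out: OD at 600 nm after 24hr at 30C, reporting rescue of FUS-induced yeast toxicity. Cells at OD 0.005 in galactose (2%) minimal medium; compounds tested in a dilution series; CP55940 titration from 92uM final as control.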
GLP1R ag = agonists of human GLP-1 receptor | Potency, µM (doses to about 45.6 µM), for the others: at the highest dose activation, usual class: activators | HEK293 GLP-1R CRE-luciferase, luminescence, 4-6 h; cells express a hypersensitive GLP-1R form | AID 624172 | P43220 | 0.007% of 380,000 active; further: potency means the concentration at half of the fitted maximal effect; % of control where 0% means no effect
Target sequence (P43220 whole entry, looked up): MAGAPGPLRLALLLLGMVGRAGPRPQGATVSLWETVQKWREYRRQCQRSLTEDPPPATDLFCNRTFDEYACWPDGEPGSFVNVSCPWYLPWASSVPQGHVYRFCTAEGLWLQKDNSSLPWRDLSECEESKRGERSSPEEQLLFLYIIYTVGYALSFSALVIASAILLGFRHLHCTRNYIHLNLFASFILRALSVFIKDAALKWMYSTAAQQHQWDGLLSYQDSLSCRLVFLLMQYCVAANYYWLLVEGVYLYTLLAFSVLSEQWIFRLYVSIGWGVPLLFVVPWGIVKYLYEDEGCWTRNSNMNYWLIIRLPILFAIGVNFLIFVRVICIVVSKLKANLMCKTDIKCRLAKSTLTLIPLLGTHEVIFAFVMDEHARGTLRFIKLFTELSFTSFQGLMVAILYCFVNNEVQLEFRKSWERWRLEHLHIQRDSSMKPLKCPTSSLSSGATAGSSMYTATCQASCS
GLP-1R inv ag = GLP-1 receptor (human) inverse agonism. 1.6% of 410,000 active. HEK293 GLP-1R CRE-luciferase, luminescence, 24 h; GLP-1R form is constitutively active. AID 624417. Potency, µM (titrated, usually from 38.3 µM), without a hit: at the highest dose activity change, negative = inhibition, actives largely listed as inhibitors; further: potency means the concentration at half of the fitted maximal effect; on the % scale 0 is the no-effect control and ±100 the full control effect; nearly all actives have a fitted effect of over 55% in size
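GLP-1R inverse agonism mode: basal reporter luminescence in engineered HEK293 cells measured after one day of compound exposure at 37 deg C, with a 12 min room-temperature detection step.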
* = called active by the depositor; i = inactive; ? = inconclusive; nt = no result given; [ ] = remark or other dose. Unless noted, the call rests on the fitted dose curve; in most records, active means well fitted curve in the direction sought with a large enough effect; inconclusive means small, poorly fitted or top-dose-only effect, or another doubt; inactive means no such curve, though single readings can be large; an effect the other way counts as inactive or inconclusive. A portion of the library. The share of hits here may be higher or lower than overall.

Sequence of screens – Abeta yeast res	D3 antag	aSyn rescue	TDP43 rescue	pAkt inh	PTHR1 agonist	FUS yeast rescue	GLP1R ag	GLP-1R inv ag
- CC(C)(C)n1nnnc1C(c1ccccc1)N1CCN(c2ccccc2)CC1 (stereo unspecified)
 : -70%[inhibitor]	0	0%	-8%	i	-11%	9%	-5%	8%
- COc1cccc(CNc2nc3cc(-c4cccc(Cl)c4)sc3c(=O)n2C)c1
 : -18%	0	-1%	10%	nt	-63%[inhibitor]	-5%	4%	-12%
- CCC(=O)N(C)C[C@H]1Oc2cc(-c3ccccc3F)ccc2S(=O)(=O)N([C@H](C)CO)C[C@H]1C
 : 8%	7	2%	?	i	0%	21%	6%	45%[activator]
- Cc1ccc(NS(=O)(=O)c2cc3c4c(c2)CC(=O)N4CCC3)cc1C
 : 2%	5	4%	5%	i	-20%	17%	3%	48%[activator]
- O=C1CCc2cc(S(=O)(=O)N3CCN(c4cccc(Cl)c4)CC3)ccc2N1
 : ?	-8	3%	-19%	i	-18%	23%	-5%	7%
- CC(=O)Nc1ccc(NS(=O)(=O)c2cccc3ccccc23)cc1
 : 3%	14	3%	2%	i	-9%	12%	2%	-3%
- Cc1ccc(S(=O)(=O)N2C[C@H]3[C@H]4C(=O)N(c5ccccc5)C(=O)[C@H]4C[C@H](OC(=O)NC4CCCC4)[C@@]3(O)C2)cc1
 : 0%	3	3%	0%	i	-14%	26%	-4%	18%
- CC(C)CNS(=O)(=O)c1ccc(CCC(=O)N2CCOCC2)cc1
 : 3%	12	-4%	-3%	i	i	9%	3%	4%
- CC1(NC(=O)C23CC4CC(CC(C4)C2)C3)CCS(=O)(=O)C1 (stereo unspecified)
 : 20%	2	-1%	10%	i	i	-9%	-13%	10%
- O=C(NCCN1CCOCC1)C(Sc1ccccc1)c1ccccc1 (stereo unspecified)
 : 11%	-2	-3%	8%	i	-14%	-12%	0%	11%
- CC1(C(=O)NS(=O)(=O)c2ccccc2Cl)CCN1C(=O)C/C=C/c1ccccc1 (stereo unspecified)
 : -3%	-16	18%	8%	i	i	-9%	-7%	6%
- On1c(-c2ccc(Cl)cc2Cl)nc2ncccc21
 : 7%	6	-5%	-10%	i	-7%	10%	16%	17%
- O=C(COC(=O)c1ccco1)Nc1ccc2[nH]c(=O)[nH]c2c1
 : 22%	8	-1%	7%	i	-22%	8%	-2%	12%
- CCn1nnnc1SCC(=O)Nc1ccc(N(C)C)cc1
 : -7%	6	0%	-10%	i	i	12%	4%	-19%
- O=C(COC(=O)c1ccc(S(=O)(=O)N2CCCC2)cc1)NCc1cccs1
 : 0%	0	-1%	-17%	i	i	17%	4%	-5%
- CCOC(=O)c1nn(-c2ccccc2)c2nnc(Cc3ccc(Cl)cc3)c(=O)n12
 : -23%	14	3%	-3%	i	-21%	11%	0%	6%
- Cc1nnc(NC(=O)CSc2nc3[nH]ncc3c(=O)[nH]2)s1
 : -4%	3	15%	1%	i	-10%	-28%	-3%	20%
- O=C(Cc1cccc(NC(=O)C2CCCN(C(=O)C3CCC3)C2)c1)Nc1ccc(C(=O)N2CCCCC2)cc1 (stereo unspecified)
 : -3%	-19	-1%	14%	i	-2%	11%	2%	13%
- CC(OC(=O)CCc1nc2ccccc2c(=O)[nH]1)C(=O)c1ccc(C(C)(C)C)cc1 (stereo unspecified)
 : 2%	0	-1%	19%	i	-9%	nt	-1%	-4%
- Cc1cccc(NC(=O)c2c(O)c3ccccc3n(C)c2=O)c1
 : -10%	1	1%	10%	i	-41%[inhibitor]	-18%	-2%	15%
- Cc1cccc(OCCCC(=O)Nc2nccs2)c1C
 : 19%	4	-6%	2%	i	-12%	19%	18%	-12%
- O=C(CNC(=O)Cc1ccccc1)NCc1cccs1
 : -6%	0	-2%	19%	i	-8%	nt	-3%	-9%
- CCc1cccc(CC)c1N1C(=O)COCC1=O
 : 1%	?	-9%	9%	i	i	-6%	-2%	20%
- COc1ccc(CNC(=O)COC(=O)c2cc(C)oc2C)cc1
 : -11%	-21	-2%	13%	i	-27%	0%	2%	8%
- CCC(=O)N1CCc2cc(S(=O)(=O)CCC(=O)Nc3ccc(OC)c(OC)c3)ccc21
 : 3%	3	0%	12%	i	i	21%	-1%	0%
- Cc1cccc(N(CC(N)=O)C2SC(=O)N(c3ccccc3)C2=O)c1 (stereo unspecified)
 : 0%	0	6%	11%	i	?	6%	-13%	-15%
- COc1ccc(C)cc1S(=O)(=O)N(CC(=O)Nc1cccc([N+](=O)[O-])c1)c1ccccc1
 : -30%	8	3%	15%	i	i	15%	-20%	?
- Cc1cnc(C(=O)OCC(=O)Nc2cc(-c3ccccc3)nn2-c2ccccc2)cn1
 : -1%	15	-12%	7%	i	-20%	3%	22%	3%
- COc1ccc(OC)c(NC(=O)COc2ccc(S(=O)(=O)N3CCCC3)cc2)c1
 : -6%	12	0%	10%	i	-12%	13%	15%	6%
- CCOC(=O)C(=O)Nc1ccc(OC)c(Cl)c1
 : -14%	-16	-5%	-25%[9.22 µM]	i	i	19%	0%	3%[7.66 µM]
- COc1ccc(CC(=O)Nc2cc3oc4ccccc4c3cc2OC)cc1
 : 9%	17	20%	2%	i	i	19%	13%	?
- COc1ccc(C2=NN(C(=O)CN3CCCCC3)C(c3ccc(OC)cc3)C2)cc1 (stereo unspecified)
 : 7%	-5	2%	19%	i	-11%	7%	15%	13%
- Cc1cc(C2CCCCC2)n(O)c(=O)c1
 : -45%[inhibitor]	45	17%	-62%[inhibitor]	nt	i	-12%	-3%	?
- COc1cc(CNCCNCC(C)O)ccc1OCc1ccc(Cl)nc1 (stereo unspecified)
 : 7%	0	5%	11%	i	i	nt	-2%	-21%
- N=C1C(c2nc3ccccc3s2)=C(O)CN1NC(=O)c1ccco1
 : 8%	2	-2%	8%	i	-13%	-17%	-3%	18%
- Cc1cc(/C=C2\NC(=O)NC2=O)c(C)n1-c1cccnc1
 : 18%	-2	-7%	-2%	i	i	25%	10%	21%
- CCCC(=O)Nc1cc(OC)c(OC)cc1C(=O)O
 : -6%	1	-2%	-14%	i	18%[57.5 µM]	-2%	-3%	13%
- CN1CCC(NC(=O)NC2CCCCC2)CC1
 : 4%	-15	-2%	-10%	i	-16%	-9%	-3%	-6%
- O=C(O)COc1ccccc1/C=N/n1c(C2CCCCC2)n[nH]c1=S
 : -5%	-13	-8%	13%	i	-9%	-15%	1%	6%
- COC(=O)c1sccc1NC(=S)N1CC(C)CC(C)C1 (stereo unspecified)
 : -37%[inhibitor]	9	-29%	-14%	i	-7%[57.5 µM]	5%	-11%	?
- CSCC[C@H](NC(=O)c1cccc(S(=O)(=O)N2CCCCC2)c1)c1nc2ccccc2[nH]1
 : 8%	-20	-2%	-6%	i	i	16%	13%	?
- COC(=O)c1cc(=O)n2c(-c3ccccc3)csc2n1
 : 3%	18	1%	14%	i	i	-3%	-2%	-4%
- Cc1cccc(OCc2nc(CC(=O)Nc3ccc(Cl)cc3)cs2)c1
 : 10%	nt	nt	11%	nt	-9%	12%	nt	?
- CCCc1cnc(Nc2nc(C(N)Cc3ccc(OC)cc3)cs2)nc1 (stereo unspecified)
 : 3%	0	-29%	0%	i	-2%	1%	1%	?
- CCn1c(SCC(=O)Nc2cc(C)on2)nc2c([nH]c3ccccc32)c1=O
 : -25%	5	2%	-16%	i	i	-1%	4%	23%
- O=C(Nc1ccccc1)OCCc1ccccc1
 : -21%	-27	-20%	35µM*	i	-33%[inhibitor]	-12%	16%	-11%

8 entries from above, with tabs:
molecule	Abeta yeast res	D3 antag	aSyn rescue	TDP43 rescue	pAkt inh	PTHR1 agonist	FUS yeast rescue	GLP1R ag	GLP-1R inv ag
O=C(O)COc1ccccc1/C=N/n1c(C2CCCCC2)n[nH]c1=S	-5%	-13	-8%	13%	i	-9%	-15%	1%	6%
COC(=O)c1sccc1NC(=S)N1CC(C)CC(C)C1 (stereo unspecified)	-37%[inhibitor]	9	-29%	-14%	i	-7%[57.5 µM]	5%	-11%	?
CSCC[C@H](NC(=O)c1cccc(S(=O)(=O)N2CCCCC2)c1)c1nc2ccccc2[nH]1	8%	-20	-2%	-6%	i	i	16%	13%	?
COC(=O)c1cc(=O)n2c(-c3ccccc3)csc2n1	3%	18	1%	14%	i	i	-3%	-2%	-4%
Cc1cccc(OCc2nc(CC(=O)Nc3ccc(Cl)cc3)cs2)c1	10%	nt	nt	11%	nt	-9%	12%	nt	?
CCCc1cnc(Nc2nc(C(N)Cc3ccc(OC)cc3)cs2)nc1 (stereo unspecified)	3%	0	-29%	0%	i	-2%	1%	1%	?
CCn1c(SCC(=O)Nc2cc(C)on2)nc2c([nH]c3ccccc32)c1=O	-25%	5	2%	-16%	i	i	-1%	4%	23%
O=C(Nc1ccccc1)OCCc1ccccc1	-21%	-27	-20%	35µM*	i	-33%[inhibitor]	-12%	16%	-11%

Assay outcomes as filed in PubChem.
